# S3 lipid droplet – qHTS Assay for Lipid Storage Modulators in Drosophila S3 Cells; Potency in µM for hits, for the others lipid storage change, negative = inhibition, % at the top dose, mostly 46.1 µM; Drosophila S3 cells, BODIPY lipid droplet fluorescence, 18-24 h; cells fed with added oleic acid; 320,000 tested, 0.64% active; AID 2685, 2010; active means well fitted inhibition curve with a large enough effect in the signal ratio, with a control signal flat, not every such curve was filed as active; inconclusive means small, poorly fitted or top-dose-only effect, or effect the other way, or a change in a side signal; the % refers to the signal ratio
#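 Drosophila S3 cells loaded with oleic acid (400 uM, as added) and compounds at several concentrations; lipid droplets imaged by 488-nm laser-scanning cytometry, 500–530 nm intensity and object ratio to cell channel. Percent activity normalized to 20 uM Triacsin C.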
# S3 lipid droplet cell count max – second read-out of S3 lipid droplet, no call of its own (marks repeat the call); cell number change, %; measured here: cell count max response;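 cells counted by Cell Tracker Red CMTPX staining in the red channel; peak over a dose series mostly up to 46.1 µM; percent activity relative to internal control wells on each plate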
# The depositor's hits bear a star; i = inactive; ? = inconclusive; . = not tested or not shown; [ ] = remark or other dose. On the % scale 0 is the no-effect control and ±100 the full control effect; potency means the concentration at half of the fitted maximal effect. A portion of the library; count on the stated rates, not on these rows.
cpd	compound	S3 lipid droplet	S3 lipid droplet cell count max
1	CN1C(C(=O)Nc2ccc(OC(F)(F)F)cc2)=CC(c2ccc3c(c2)OCO3)=NS1(=O)=O	?	.
2	CC(C)(C)n1nnnc1C(c1cccnc1)N(Cc1ccccc1)Cc1cccs1 (stereo not drawn)	-3%	-2
3	CCOc1ccc(Nc2ccc([N+](=O)[O-])c3nonc23)cc1	?	.
4	CCOC(=O)c1c(-c2ccc(C)cc2)csc1NC(=O)c1ccc(N2C(=O)CCC2=O)cc1	-6%	2
5	N#C/C(=C\c1ccc2c(c1)OCCO2)C(=O)Nc1ccc(C(=O)O)cc1	-11%	16
6	O=C(CCCn1nnnc1CN1CCOCC1)N1CCC(c2ccccc2F)C1 (stereo not drawn)	20%	23
7	Cn1c(=O)n(C)c2cc(C(=O)c3ccccc3)ccc21	i	-16
8	O=C(Cc1cnc2ncnn2c1)N1CCc2c([nH]c3ccccc23)C1c1ccccn1 (stereo not drawn)	12%	6
9	CS(=O)(=O)c1ccc(Cl)c(C(=O)NCC2CCCCC2)c1	-3%	.
10	O=C(COc1ccc(C(=O)c2ccccc2)cc1)NCC1CCCCC1	-1%	0
11	FC(F)(F)Oc1ccc(NC(=S)Nc2ccc(OC(F)(F)F)cc2)cc1	?	.
12	COc1ccc(N(C(C)C(=O)N/N=C/c2ccc(OC)c(OC)c2)S(C)(=O)=O)cc1 (stereo not drawn)	-1%	16
13	NS(=O)(=O)c1cccc(NC(=O)CSc2ccccn2)c1	?	.
14	COc1cccc(CC(=O)OCC(=O)NC(C)c2ccc(F)cc2)c1 (stereo not drawn)	?	.
15	Cc1ccc(S(=O)(=O)Oc2ccc(/C=N/N=C3/NC(=O)C(CC(=O)O)S3)cc2)cc1[N+](=O)[O-] (stereo not drawn)	i	8
16	Cn1cc(CN(Cc2ccccn2)C[C@@H]2CCC(=O)N2)c(-c2ccccc2F)n1	?	.
17	Cc1cccc(C)c1NC(=O)/C(C#N)=C/c1cccs1	19%	5
18	CN(C(=O)CSc1nncn1-c1ccccc1)C1CCS(=O)(=O)C1 (stereo not drawn)	18%	-19
19	Cc1nnc(SCC(=O)N/N=C/c2ccc(-c3ccc(C)c(Cl)c3)o2)s1	?	.
20	CCOC(=O)c1oc2ccccc2c1COC(=O)CNC(=O)c1ccc(C)cc1	?	.
21	CCOC(=O)c1c(C)[nH]c(C(=O)OCC(=O)N2CCN(S(=O)(=O)c3ccccc3)CC2)c1C	?	.
22	Cc1cc(F)ccc1NC(=O)CCc1c(C)nn(-c2ccc(N3CCCCC3)nn2)c1C	?	.
23	COc1ccc(C2/C(=C(/O)c3ccccc3)C(=O)C(=O)N2c2ccccn2)cc1 (stereo not drawn)	?	.
24	O=C(NCc1ccccc1)Nc1cccn(Cc2cccc(F)c2)c1=O	?	.
25	Cn1c(=O)[nH]c(=O)c2c1nc(N1CCCCC1)n2CCSc1nc2ccccc2o1	?	.

# 7 entries from above, with values under each structure.
# Below each compound – S3 lipid droplet, S3 lipid droplet cell count max
16: Cn1cc(CN(Cc2ccccn2)C[C@@H]2CCC(=O)N2)c(-c2ccccc2F)n1
 : ?, .
17: Cc1cccc(C)c1NC(=O)/C(C#N)=C/c1cccs1
 : 19%, 5
18: CN(C(=O)CSc1nncn1-c1ccccc1)C1CCS(=O)(=O)C1 (stereo not drawn)
 : 18%, -19
19: Cc1nnc(SCC(=O)N/N=C/c2ccc(-c3ccc(C)c(Cl)c3)o2)s1
 : ?, .
20: CCOC(=O)c1oc2ccccc2c1COC(=O)CNC(=O)c1ccc(C)cc1
 : ?, .
21: CCOC(=O)c1c(C)[nH]c(C(=O)OCC(=O)N2CCN(S(=O)(=O)c3ccccc3)CC2)c1C
 : ?, .
22: Cc1cc(F)ccc1NC(=O)CCc1c(C)nn(-c2ccc(N3CCCCC3)nn2)c1C
 : ?, .

# Later entries.
cpd	compound	S3 lipid droplet	S3 lipid droplet cell count max
26	CCN(CC)c1ccc(NC(=O)CSc2nc3ccccc3c(=O)n2-c2cc(S(=O)(=O)N(C)C)ccc2C)cc1	0%	-2
27	CC(C)n1c(N2CCN(CC(=O)NCc3cccs3)CC2)nc2ccccc21	i	-10
28	CC(C)CC(=O)NC(=S)Nc1ccccn1	?	.
29	COc1ccc(S(=O)(=O)N2CCOCC2)cc1NC(=O)c1c(-c2ccccc2)noc1C	4%	-19
30	COc1ccc(NC(=O)/C=C/c2ccc(Br)o2)cn1	0%	3
31	Cc1ccc(C(=O)C(=S)N2CCOCC2)cc1	?	.
32	c1cncc(-c2cnc3ccccc3c2)c1	1%	-5
33	CCN1CCN(C(c2cccnc2)c2cc(Cl)c3cccnc3c2O)CC1 (stereo not drawn)	?	.
34	O=C(c1cnn2c(C(F)F)cc(-c3ccccc3)nc12)N1CCN(Cc2ccc3c(c2)OCO3)CC1	-1%	-18
35	CCn1c(C)c(C(C)=O)c(N2CCC(C(N)=O)CC2)nc1=S	?	.
36	CC(C)(C)C(=O)N1CCN(c2ccc(Cl)cc2[N+](=O)[O-])CC1	i	23
37	CC(=O)Oc1cccc(N2C(=O)C3CC=CCC3C2=O)c1 (stereo not drawn)	?	.
38	CCN(CC)CCN1c2ccccc2Sc2ccccc21	1%	-6
39	COc1cc(C2C(C(=O)/C=C/c3ccccc3)=C(O)C(=O)N2c2ccccn2)ccc1O (stereo not drawn)	?	.
40	Cc1ccc(-n2c(C)cc(/C=N\NC(=O)CC(=O)NC(C)C)c2C)cc1	-2%	3
41	O=C(O)C1CCN(c2ccc(Cl)nn2)CC1	?	.
42	CCOCCCNC(=O)C1CCCN(S(=O)(=O)c2cccc3nsnc23)C1 (stereo not drawn)	i	-2
43	COc1ccc(Cl)cc1NC(=O)c1nnn(CC(=O)Nc2cc(C)cc(C)c2)c1N	?	.
44	Cc1ccc(S(=O)(=O)N2CCC(C(=O)NNC(=O)c3ccccc3O)CC2)cc1C	-15%	-14
45	Cc1cc(-c2nnc(SCCC(=O)Nc3ccccc3)o2)no1	?	.
46	COc1ccc(OC)c(/C=N/NC(=O)C(=O)N2CCCCCC2)c1	24%	6
47	COc1cccc(C(=O)N2CCN(C(=O)C3COc4ccccc4O3)CC2)c1 (stereo not drawn)	i	.
48	ON1C2CCCCC2N(O)C1c1ccccc1C(F)(F)F (stereo not drawn)	10%	2
49	CC(C)(C)[C@H]1C=C(C(=O)NCc2nc3ccccc3[nH]2)O[C@@H](OCCCCO)C1	0%	.
50	O=C(NCc1cccnc1)Nc1ccc(Cl)cc1Cl	?	.
51	COC(=O)C(CCSC)NC(=O)/C=C/c1ccc(OC)cc1 (stereo not drawn)	?	.
52	CC(=O)c1ccc(NC(=O)c2noc3c2CCCCC3)cc1	i	.
53	COc1ccc(C(=O)N(C)C2CCCCC2)cc1OC1CCN(C(C)C)CC1	?	.
54	CCOC(=O)C(NC(=O)CC)(Nc1ccc(S(=O)(=O)Nc2ncccn2)cc1)C(F)(F)F (stereo not drawn)	?	.
55	Cc1ccc(S(=O)(=O)NN)c(C)c1N1CCCC1=O	?	.
56	CC(C)c1ccc(OCC(=O)NC(Cc2c[nH]c3ccccc23)C(=O)O)cc1 (stereo not drawn)	?	.
57	CC(=O)c1c(C)[nH]c(C(=O)Nc2nc(-c3ccccc3)c(C)s2)c1C	-4%	-5
58	N#Cc1ccc(N2CCN(C(=O)c3cccs3)CC2)c(F)c1	?	.
59	Cc1ccc(NC(=S)N2CCN(C(=O)c3ccccc3)CC2)c(C)c1	?	.
60	CCN(CC)c1ccc(NC(=O)CN2CCN(CC(=O)Nc3ccc(F)cc3)CC2)cc1	?	.
61	Cc1csc(-c2cnn(-c3ccccc3)c2NC(=O)c2ccccc2)n1	-2%	-3
62	COc1ccc(C(=O)NC2CC3CCCC(C2)N3CC(C)C)cc1OC (stereo not drawn)	0%	-16
63	CC(=O)Nc1ccc(C(=O)COC(=O)C2CC2C)c(F)c1 (stereo not drawn)	?	.
64	CCOC(=O)c1c(N)sc(C(=O)N2CCOCC2)c1C	8%	-11
65	Cc1cc(C)cc(NC(=S)NC2CC3CCCC(C2)N3CC(C)C)c1 (stereo not drawn)	4%	8
66	O=C(Nc1ccc(-c2nc3cccnc3s2)cc1)c1cccnc1Cl	29%	-11
67	Cc1ccc(C)c(SCC(=O)OCC(=O)Nc2ccc(S(=O)(=O)N3CCOCC3)cc2)c1	?	.
68	CCC(C)(C)NC(=O)C(c1ccccc1F)N(Cc1ccco1)C(=O)c1csnn1 (stereo not drawn)	?	.
69	COCCCN1CN(Cc2ccco2)CNC1=S	?	.
70	CCOC(=O)COc1c(-c2ccc(OC)cc2)oc2ccccc2c1=O	-1%	-21
71	COc1cccc2c(=O)n(CC(=O)Nc3ccc(F)cc3F)ccc12	23%	-15
72	O=C(COc1ccccc1)Nc1sc2c(c1C(=O)NCc1cccnc1)CCCC2	6%	-21
73	S=c1[nH]nc(Cn2nnc3ccccc32)n1-c1ccc(Cl)cc1	24%	7
74	CN(CC(=O)Nc1cccc(F)c1)C(=O)c1ccc2c(c1)NC(=O)CS2	?	.
75	COC(=O)C1=C(C(=O)OC)SC2(S1)C(C(=O)OC)=C(C(=O)OC)SC1=C2c2cc(C)cc(C)c2NC1(C)C	?	.

# (further entries)
cpd	compound	S3 lipid droplet	S3 lipid droplet cell count max
76	Cc1oc(-c2ccccc2)cc1C(=O)Nc1ccc2ccccc2c1	8%	-22
77	Cc1c(NC(=O)c2c(O)c3ccccc3n(C)c2=O)c(=O)n(-c2ccccc2)n1C	-6%	-9
78	Nc1nnc(CCS(=O)(=O)c2ccc(Br)cc2)s1	-25%	-2
79	Cc1cc(C)c(-c2c(O)c3cnn(-c4ccccc4)c3[nH]c2=O)c(C)c1	-14%	.
80	Cc1cc(OCC(=O)NNC(=O)c2cccc(F)c2)ccc1Cl	?	.
81	COc1ccc(S(=O)(=O)NCC(=O)Nc2cccc(C)c2C)cc1OC	6%	2
82	NC(=O)C1Cc2ccccc2CN1S(=O)(=O)c1cccs1 (stereo not drawn)	?	.
83	CC(=O)Nc1ccc(NS(=O)(=O)c2ccccc2)cc1	?	.
84	CCOc1ccc2nc(SCc3ccc(OC)cc3)sc2c1	?	.
85	CN(C)S(=O)(=O)c1cc(NC(=O)COC(=O)CCc2ccccc2)ccc1Cl	i	11
86	COc1cc(CCC(=O)Nc2ccc(Cl)c(C(F)(F)F)c2)cc(OC)c1OC	?	.
87	Cc1ccc(S(=O)(=O)NC(=O)c2cccn2C)cc1	?	.
88	Cc1cccc(-n2[nH]c(C)c(C=Nc3ccc4[nH]c(=O)[nH]c4c3)c2=O)c1	?	.
89	COc1ccc(OCC(=O)NCCNC(=O)c2ccccn2)cc1	?	.
90	CCOc1ccc(Cc2nnc(SCC(=O)Nc3ccc(C(C)=O)cc3)[nH]c2=O)cc1	1%[0.0737 µM]	.
91	Cc1ccc2sc(NNC(=O)c3cc(-c4cccs4)nc4ccccc34)nc2c1C	-6%	-9
92	COc1ccc(/C=N/NC(=O)c2cccnc2)cc1COc1ccc([N+](=O)[O-])c(C)c1	6%	9
93	O=C(CN(CC1CCCO1)C(=O)c1nsc(Cl)c1Cl)NC1CCCC1 (stereo not drawn)	-10%	18
94	Cc1ccc(S(=O)(=O)NCC(=O)N(CC(=O)NC2CCCCC2)Cc2ccco2)cc1	?	.
95	O=S(=O)(Nc1cccc(CO)c1)c1cccs1	?	.
96	COc1ccc(-c2coc3cc4oc(=O)c5ccccc5c4cc23)cc1F	11%	-10
97	COC(=O)C(NC(C)=O)(Nc1ccc(Br)cc1)C(=O)OC	?	.
98	COc1ccc(S(=O)(=O)N/N=C(/C)c2ccncc2)cc1OC	?	.
99	NCCc1cnc[nH]1	?	.
100	COCC(C)NC(=O)c1ccccc1[N+](=O)[O-] (stereo not drawn)	?	.
101	Cc1ccccc1-n1ncc2c1CC(C)(C)CC2NC(=O)C1CCC1 (stereo not drawn)	?	.
102	O=C(Cn1cnc2ccccc2c1=O)N(Cc1ccco1)c1ccc(O)cc1	?	.
103	O=C(CCc1ccccc1)NCCc1ccc(F)cc1	?	.
104	CCn1cc(Cl)c(C(=O)Nc2ccccc2C(N)=O)n1	?	.
105	CCCCCCCNC(=O)CN1C(=O)CSc2ccc(S(=O)(=O)N3CCOCC3)cc21	?	.
106	Cc1ccc(C(=O)NCc2ccc3c(c2)CCO3)cc1C	12%	.
107	COCc1[nH]nc2c1C1(C(=O)Nc3ccc(F)cc31)C(C#N)=C(N)O2 (stereo not drawn)	?	.
108	COc1ccc(N=C2C(=Nc3ccc(OC)cc3)N(c3ccccc3)C(=S)N2C(=O)c2ccc(Cl)cc2)cc1	?	.
109	Cc1cccc(-c2nc(Nc3ccc(O)cc3)c3ccccc3n2)c1	?	.
110	CSc1ncc(Cl)c(C(=O)Nc2cccc(Cl)c2)n1	i	21
111	Cc1oc(C)c(S(=O)(=O)NCc2cccs2)c1C(=O)O	10%	-14
112	CCOC(=O)c1cc(-c2ccc(OC)cc2)nn1-c1ccc(C(=O)O)cc1	?	.
113	COc1cc(NC(=S)N2CCCC(CO)C2)c(OC)cc1Cl (stereo not drawn)	?	.
114	CC1CCCC(NC(=O)NC(=O)CCl)C1C (stereo not drawn)	?	.
115	Cc1c(Cc2ccccc2)c(NCCN(C)C)n2c(nc3ccccc32)c1C#N	?	.
116	C=CCNc1nc2ccccc2c(=O)[nH]1	?	.
117	COc1ccc(N(CC(O)CN2CCCCC2)S(=O)(=O)c2ccc(C)cc2)cc1 (stereo not drawn)	?	.
118	N#Cc1ccc(-c2ccc(F)cc2)nc1Oc1ccc(F)cc1	-5%	-10
119	Cc1c(NS(C)(=O)=O)c(=O)n(-c2ccccc2)n1C	?	.
